# TWEAK-Fn14 inh: inhibitors of TWEAK-Fn14 interaction signaling | hit rate 2% among 360,000 | TWEAK-stimulated Fn14 reporter cells, luciferase luminescence, 8 h | AID 1159606 | inhibition, % at 10 µM; in the data active = inhibition above about 50%
# SRC1 inh: inhibits human SRC1 coactivator. Q15788. HEK293 GAL4-SRC1 luciferase reporter, luminescence. inhibition, % at 3.6 µM. hit rate 0.12% among 360,000. AID 588354;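 active = inhibition above the campaign mean plus 3 SD, with each screening campaign given its own cutoff, cut at about 60% in these data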;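 note: 0% = DMSO treated cells and 100% = gossypol at 36 µM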
# NR5A2 inv ag: suppresses constitutive activity of human LRH-1; hit rate 0.13% among 360,000; O00482; AID 602396; inhibition, % at 3.6 µM; HEK293T StAR-luciferase reporter, LRH-1 transfected, 24 h;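 active = inhibition above the mean inhibition of all tested compounds plus 3 SD, cut at about 73% in these data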;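 note: 0% = DMSO wells and 100% = reporter-only cells lacking LRH-1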
# NR2F2 inh: inhibitors of human COUP-TFII (NR2F2); P24468; HEK293T NGFI-A luciferase reporter, luminescence; inhibition, % at 8.6 µM; hit rate 0.7% among 370,000;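 active = inhibition above a per-plate cutoff, mean inhibition of test wells between control levels plus 3 SD, cut at about 38% in these data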;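 note: cells cotransfected with COUP-TFII expression vector driving the NGFI-A reporter; 0% = median of COUP-TF2 test wells and 100% = reporter-only cells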
# TRAIL sens C8: sensitizes caspase-8 expressing cells to TRAIL. NB7+C8 cells + TRAIL, ATPlite viability luminescence. inhibition (viability loss, TRAIL sensitization), % at 10 µM. hit rate 1% among 360,000. AID 624354;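 active = compounds causing at least 50% loss of cell viability in the single-dose screen, relative to plate controls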
# EBV LMP1 NFkB: reduces LMP1-driven NF-kappaB luciferase signal | inhibition, % at 12.5 µM | hit rate 0.69% among 350,000 | LMP1-induced NF-kappaB luciferase reporter cells, luminescence; in the data active = inhibition above about 41%;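 note: 0% = neutral control wells and 100% = reference inhibitor control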
# NOD2 RIPK2 PPI: NOD2-RIPK2 protein interaction inhibition; O43353; hit rate 0.38% among 360,000; CHO BLA complementation NOD2-RIPK2, CCF4 ratio; inhibition, % at 4.98 µM; AID 624267; in the data active = inhibition above about 21%;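 note: 0% = vehicle only and 100% = reference blocker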
# NCOA3 inh: human NCOA3 inhibition; HEK293 GAL4-SRC3 luciferase reporter, luminescence; inhibition, % at 3.6 µM; hit rate 0.17% among 360,000; AID 588352;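 active = inhibition above a per-campaign cutoff, the mean of all compounds plus 3 SD, cut at about 60% in these data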;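 note: 0% = DMSO-treated cells and 100% = gossypol-treated cells at 36 µM; higher means less SRC3-driven luciferase light from the GAL4 reporter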
# TROY signal inh: blocks TROY-dependent signaling in reporter cells. Q293 LMP1-TROYcd NF-kB luciferase reporter, 4 h. inhibition, % at 10 µM. hit rate 0.98% among 360,000;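 active = compounds whose plate-normalised and pattern-corrected inhibition of the luciferase reporter signal at the single screening dose is 50% or more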
# TLR9-MyD88 inh: TLR9-MyD88 interaction inhibition; Q9NR96+Q99836; CHO BLA complementation TLR9-MyD88, CCF4 FRET ratio; inhibition, % at 4.98 µM; hit rate 0.21% among 340,000; AID 504734;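 active = inhibition above the mean over all tested compounds plus 3 SD, cut at about 21% in these data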;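 note: 0% = DMSO only wells and 100% = clavulanate BLA inhibitor control wells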
# NCOA2 inhibitor: inhibits human steroid receptor coactivator 2; HEK293 GAL4-SRC2 luciferase reporter, luminescence; inhibition, % at 9 µM; hit rate 0.17% among 370,000; AID 651957;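 active = inhibition above the mean inhibition of all tested compounds plus 3 SD, set per campaign, cut at about 52% in these data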;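 note: 0% = DMSO treated cells and 100% = cells given Gossypol at 36 µM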
# Target sequence (Q15596 whole entry, looked up, the tested form may be a part): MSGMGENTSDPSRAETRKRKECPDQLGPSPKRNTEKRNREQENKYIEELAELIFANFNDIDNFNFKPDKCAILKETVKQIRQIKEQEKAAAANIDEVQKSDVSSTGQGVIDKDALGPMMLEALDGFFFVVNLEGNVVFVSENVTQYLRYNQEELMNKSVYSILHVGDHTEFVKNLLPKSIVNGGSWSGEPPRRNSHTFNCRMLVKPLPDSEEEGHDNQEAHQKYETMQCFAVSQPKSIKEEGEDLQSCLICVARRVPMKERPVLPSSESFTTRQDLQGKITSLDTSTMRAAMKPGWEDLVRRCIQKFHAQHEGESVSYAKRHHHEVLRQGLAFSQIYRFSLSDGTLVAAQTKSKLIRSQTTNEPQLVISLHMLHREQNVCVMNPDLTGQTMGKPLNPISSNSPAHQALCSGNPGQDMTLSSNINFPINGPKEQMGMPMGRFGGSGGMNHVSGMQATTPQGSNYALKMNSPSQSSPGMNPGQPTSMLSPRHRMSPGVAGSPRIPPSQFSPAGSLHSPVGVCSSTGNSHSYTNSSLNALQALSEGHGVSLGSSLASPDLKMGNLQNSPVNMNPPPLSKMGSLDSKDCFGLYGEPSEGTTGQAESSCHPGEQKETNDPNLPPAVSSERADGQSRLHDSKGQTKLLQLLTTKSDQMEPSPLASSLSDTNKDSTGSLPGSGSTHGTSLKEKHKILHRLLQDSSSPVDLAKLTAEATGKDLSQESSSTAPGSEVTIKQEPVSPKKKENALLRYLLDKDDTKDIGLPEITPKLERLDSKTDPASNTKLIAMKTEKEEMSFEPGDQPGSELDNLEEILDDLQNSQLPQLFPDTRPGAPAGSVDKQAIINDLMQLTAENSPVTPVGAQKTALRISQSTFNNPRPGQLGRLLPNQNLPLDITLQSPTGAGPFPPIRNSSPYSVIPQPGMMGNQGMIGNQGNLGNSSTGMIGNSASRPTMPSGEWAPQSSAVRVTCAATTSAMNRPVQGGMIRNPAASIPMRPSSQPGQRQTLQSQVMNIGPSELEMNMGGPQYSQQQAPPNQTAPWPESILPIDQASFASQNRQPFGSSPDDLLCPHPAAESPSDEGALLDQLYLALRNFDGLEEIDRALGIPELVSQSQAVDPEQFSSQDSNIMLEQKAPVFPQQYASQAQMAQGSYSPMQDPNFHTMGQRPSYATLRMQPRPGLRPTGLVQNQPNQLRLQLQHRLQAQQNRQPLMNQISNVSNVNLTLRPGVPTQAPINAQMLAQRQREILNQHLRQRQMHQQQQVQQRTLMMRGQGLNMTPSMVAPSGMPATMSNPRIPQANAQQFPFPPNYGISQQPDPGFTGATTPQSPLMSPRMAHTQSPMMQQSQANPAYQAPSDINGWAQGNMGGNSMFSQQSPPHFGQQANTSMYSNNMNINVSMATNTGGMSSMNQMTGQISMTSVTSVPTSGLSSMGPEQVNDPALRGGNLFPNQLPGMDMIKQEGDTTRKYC
# An asterisk follows results filed as active; . = not tested or not shown.
SMILES	TRAIL sens C8	NCOA2 inhibitor	SRC1 inh	NOD2 RIPK2 PPI	NR5A2 inv ag	TWEAK-Fn14 inh	NCOA3 inh	TLR9-MyD88 inh	NR2F2 inh	TROY signal inh	EBV LMP1 NFkB
O=C(C[C@@H]1C/C=C/CC[C@@H](Cc2ccc(F)cc2)C(=O)O[C@H](c2ccccc2)CNC1=O)NCCO	0	-1	11	-3	3	11	-9	-8	-13	-2	-10
Brc1ccc(OCCOc2cccc3cccnc23)cc1	-10	2	-4	-7	-22	-6	12	-11	-1	-36	-21
Cc1cc(C)nc(SCc2nnc(SCC(=O)N3CCCc4ccccc43)o2)n1	-17	9	-10	-6	-10	-19	16	-4	13	-4	-2
O=C(Nc1ccc(-n2cnnn2)cc1)c1cn2ccccc2n1	34	.	-39	1	-41	27	-20	-3	.	-48	-21
CCc1ccc(N(C(C)=O)c2nc(CCl)cs2)cc1	-5	-25	-7	-8	-8	-1	-23	1	-17	-7	-1
CCCN1C2CCCC1CC(NC(=O)NC13CC4CC(CC(C4)C1)C3)C2 (stereo not drawn)	-8	7	11	-3	9	-6	-7	-7	8	13	6
CCNc1nc(Cl)nc(NCCOc2ccc(C)cc2)n1	14	11	15	-11	20	11	9	2	7	0	0
Cc1sc2nc[nH]c(=O)c2c1-c1ccc(Cl)cc1	2	-8	3	-13	12	18	-4	3	-8	9	3
O/N=C1/CCc2nonc2/C1=N/O	-4	-10	0	-8	21	1	10	-3	8	-3	-8
Cc1ccc(NC(=O)c2ccc(OC(=O)c3ccco3)cc2)cc1	34	-51	-107	-3	-25	19	-54	0	-26	-44	-20
CN(C)C(=O)c1nc2ccc(Cl)cn2c1CN1CCCC(OCc2ccccc2)C1 (stereo not drawn)	-2	-13	-4	4	14	-9	3	2	-24	-6	-1
CCOC(=O)CSc1nc2ccccc2c(=O)[nH]1	-7	-28	4	-3	6	-41	-12	-8	-6	5	-8
COCc1cc(C)nc(OCC(=O)N/N=C/c2ccc(-c3cc([N+](=O)[O-])ccc3C)o2)c1C#N	-1	7	-4	1	11	-30	9	8	4	5	8
CC(=O)c1nc2ccccc2n1Cc1ccccc1	10	-17	-4	0	-4	20	-3	-10	-8	-13	14
O=C(Nc1cccc(Cl)c1)N1CCN2C(=O)c3ccccc3C12c1ccccc1 (stereo not drawn)	-7	15	-1	4	19	26	13	11	-10	19	0
CC1(C(=O)NCC2CC2)CCN1C(=O)C1(c2ccccc2)CC1 (stereo not drawn)	-9	5	1	-3	1	-7	3	.	13	-15	.
CC1CCc2c(sc3ncn(CC(=O)N4CCCCC4)c(=O)c23)C1 (stereo not drawn)	-10	-19	-2	3	-1	-3	13	-11	5	-1	-43
CCN(CC)S(=O)(=O)c1cccc(-c2nnc(SCC(=O)NC3CCCCCC3)n2N)c1	6	0	-3	-17	3	-6	10	6	12	0	7
CCCN(CCC)C(=S)NC(=O)c1ccc(-c2ccccc2)cc1	8	16	8	-1	13	7	15	-8	-24	12	7
Cc1ccc(NC(=O)C2CC(=O)N(c3ccc4c(c3)OCCO4)C2)cc1S(=O)(=O)N(C)C (stereo not drawn)	12	5	6	-6	11	8	12	-12	-7	21	1
CCC(=C(c1ccccc1)c1ccc(OCCN(C)C)cc1)c1ccccc1	28	13	-3	-4	-7	12	-14	.	5	-2	.
CCCOc1ccc2[nH]cc(C(=O)O)c(=O)c2c1	-4	1	4	-9	-3	-5	-8	1	0	-16	5
Cc1ccc(NC(=O)CCl)cc1S(=O)(=O)N1CCCCCC1	-3	-19	-69	-5	0	9	-36	-13	-12	9	-3
Cc1cc(Nc2ccc(N3CCC(C)CC3)cc2)n2ncnc2n1	-9	10	9	3	12	25	2	-6	-14	17	-6
NC(=O)c1ccc(-n2nnnc2SCC(=O)Nc2ccc(F)cc2)cc1	7	-10	10	-19	7	9	9	2	29	-11	2
N#C/C(C(=O)NCc1ccccc1)=C1/SC(Cc2ccc(Cl)cc2)C(=O)N1c1ccccc1 (stereo not drawn)	-1	-7	-3	8	-11	18	9	6	-9	8	-5
COc1ccc(NCC(=O)Nc2cccc(C(F)(F)F)c2)cc1S(=O)(=O)N1CCOCC1	-7	14	1	1	1	-5	2	-11	-5	2	5
N#CCCCc1cc2cc(F)ccc2cn1	-6	-21	-8	-4	-7	-2	-23	7	-3	-17	11
COc1ccc(CNCC(O)COc2cccc3c2OC(C)(C)C3)cc1 (stereo not drawn)	2	13	8	-2	9	6	14	-8	37	27	6
COc1nc(NCCc2ccc(OC)c(OC)c2)nc(NC(C)(C)CO)n1	-3	-18	12	1	9	-5	9	-1	6	-15	4
Cc1nn(CC(=O)NC2CC2)c(C)c1S(=O)(=O)NC(C)(C)C	-17	-35	0	-39	-13	6	5	-1	0	24	3
CC(=O)Nc1ccc2nc(CN3CCN(CC=C(C)C)C(CCO)C3)ccc2c1 (stereo not drawn)	-2	9	-2	3	-2	-8	1	-8	7	8	9
COc1ccc(S(=O)(=O)N2CCN(CC(=O)NC(C)c3cccs3)CC2)cc1 (stereo not drawn)	-1	-15	-1	-2	1	-11	9	6	-2	3	2
Cc1cccc(-c2noc(-c3csc([C@@H]4C[C@H](O)[C@@H](CO)O4)n3)n2)c1	51*	-75	-245	-6	-134	35	-132	.	-56	28	.
Cc1ccc(S(=O)(=O)NCCC(=O)OCC(=O)Nc2cccc(S(=O)(=O)NC3=NCCCCC3)c2)cc1	2	17	6	10	-4	2	-1	-6	3	16	3
Cc1onc(-c2ccccc2Cl)c1C(=O)Nc1cccc(-c2cn3cccnc3n2)c1	10	.	8	-10	13	14	17	3	.	-6	5
CN(C(=O)CSc1nnc2ccccn12)C1CCS(=O)(=O)C1 (stereo not drawn)	6	-30	1	0	19	-15	4	-6	-3	0	-2
CC(C)CN(C(=O)CN(C)C(=O)c1ccco1)c1c(N)n(CC(C)C)c(=O)[nH]c1=O	-4	-4	-5	-5	11	-6	4	14	-1	-8	-7
Cc1c(O)ccc(C(=O)CN2CCN(Cc3ccc4c(c3)OCO4)CC2)c1O	2	5	5	-3	-11	2	7	-9	2	19	4
CC(OC(=O)CCN=C1NS(=O)(=O)c2ccccc21)C(=O)Nc1ccc(S(N)(=O)=O)cc1 (stereo not drawn)	-6	14	-6	2	10	1	-21	-9	-9	6	2

# Rewritten field by field: part of the list above.
> Cc1ccc(NC(=O)CCl)cc1S(=O)(=O)N1CCCCCC1
  TRAIL sens C8: -3 | NCOA2 inhibitor: -19 | SRC1 inh: -69 | NOD2 RIPK2 PPI: -5 | NR5A2 inv ag: 0 | TWEAK-Fn14 inh: 9 | NCOA3 inh: -36 | TLR9-MyD88 inh: -13 | NR2F2 inh: -12 | TROY signal inh: 9 | EBV LMP1 NFkB: -3
> N#CCCCc1cc2cc(F)ccc2cn1
  TRAIL sens C8: -6 | NCOA2 inhibitor: -21 | SRC1 inh: -8 | NOD2 RIPK2 PPI: -4 | NR5A2 inv ag: -7 | TWEAK-Fn14 inh: -2 | NCOA3 inh: -23 | TLR9-MyD88 inh: 7 | NR2F2 inh: -3 | TROY signal inh: -17 | EBV LMP1 NFkB: 11

# More entries
SMILES	TRAIL sens C8	NCOA2 inhibitor	SRC1 inh	NOD2 RIPK2 PPI	NR5A2 inv ag	TWEAK-Fn14 inh	NCOA3 inh	TLR9-MyD88 inh	NR2F2 inh	TROY signal inh	EBV LMP1 NFkB
CCOC(=O)c1cc(-c2nnc(SCC(=O)Nc3ccc(F)cc3)o2)c(C)nc1C	-19	-7	3	-2	0	-12	-24	-5	7	22	-7
CC(C)c1ccc(C(=O)Nc2ccc(S(=O)(=O)NC3=NCCCCC3)cc2)cc1	-8	15	-2	-16	-24	27	-40	7	5	-16	-15
CCCCn1c(N)c(N(CC(C)C)C(=O)c2cc(S(=O)(=O)N3CCOCC3)ccc2Cl)c(=O)[nH]c1=O	-4	-3	-15	8	10	4	12	-3	11	16	-1
C/C(=N\NC(=O)c1cccc(O)c1)c1ccc(NC(=O)Cc2ccccc2)cc1	2	-71	-91	-4	-106	-16	-75	-10	-54	-20	9
O=C(O)CCNC(=O)/C(=C\C=C\c1ccccc1)NC(=O)c1ccccc1	-7	11	-3	2	6	4	11	-3	2	5	0
CCCCn1nnnc1C1(C)CCC(=O)N1Cc1ccc(C)cc1 (stereo not drawn)	-18	-19	.	-19	-9	3	.	.	3	2	.
COC(=O)c1ccccc1NC(=O)CSc1nc(O)cc(=O)n1C1CCCC1	-8	-3	3	-5	7	11	11	-13	10	19	-1
CCC(C)CN1C(=O)CN(S(C)(=O)=O)CC1(C)C(=O)NCc1ccccc1 (stereo not drawn)	-6	-20	.	-1	2	.	.	.	-3	.	.
Cc1ncsc1C(=O)N1CCCC(C(=O)c2ccc3ccccc3c2)C1 (stereo not drawn)	6	28	6	-18	6	2	-4	4	16	-3	-8
CCOc1nc(-c2ccccc2)c2cc(Br)ccc2n1	-1	-29	11	-13	21	10	0	3	24	2	1
COc1ccc(NC(=O)CN2C(=O)COc3ccc(S(=O)(=O)N4CCCCC4)cc32)c(OC)c1	7	17	16	2	-2	-1	-4	2	1	-25	-6
Nn1c(-c2cccc([N+](=O)[O-])c2)nc2ccccc2c1=O	2	16	5	-6	-7	12	16	-4	-6	-3	2
CCOC(=O)c1sc(=NC(=O)c2ccc(F)cc2)n(C)c1C	24	-40	-81	-10	-50	25	-74	4	1	-15	-31
COc1ccc(NC(=O)COc2ccc(C(=O)OCC(=O)N(C)C3CCS(=O)(=O)C3)cc2OC)cc1 (stereo not drawn)	-3	2	-19	-9	-14	-4	20	-1	1	11	2
O=C(NCc1ccncc1)C(=O)NC1CC1	-27	19	-1	-4	14	7	11	5	6	8	3
COC(=O)C[C@@H]1CC[C@H](NC(=O)c2ccc3c(c2)OCO3)[C@@H](CO)O1	-9	-26	.	-8	0	.	.	.	0	.	.
O=c1ccn([C@@H]2O[C@H](CNCc3c(OCc4ccccc4F)ccc4ccccc34)[C@@H](O)[C@H]2O)c(=O)[nH]1	2	-8	0	0	19	-9	4	.	1	-17	.
CCOc1cc(CN2CCC(N3CCC(C(=O)NC4CC4)CC3)CC2)ccc1O	-18	-12	-12	1	5	15	-19	-3	11	-16	4
COc1ccc(-c2cc(C(=O)NCc3ccc(C(F)(F)F)cc3)[nH]n2)c(C)c1	-6	25	-12	7	12	-12	-14	.	-4	20	.
CCC(CC)CC1CN2CCc3cc(OC)c(OC)cc3C2CC1(O)CC (stereo not drawn)	15	-8	1	9	-7	-8	13	6	10	17	3
CC1(C)CC(N2CCC(=O)N(C3CC(C)(C)NC(C)(C)C3)C2)CC(C)(C)N1	0	-34	-8	-3	-3	80*	6	1	-10	.	2
CCOC(=O)C1NN=C(C(=O)c2ccccc2)C1c1ccc(Cl)cc1 (stereo not drawn)	-2	10	-18	-8	-9	7	4	2	5	3	-5
O=C(COC(=O)c1cc(Cl)nc(Cl)c1)NCc1ccc2c(c1)OCO2	-1	-31	-12	5	14	-10	11	9	-20	-3	6
O=C1c2ccccc2C2(c3ccccc3)N1CCN2C(=O)C(Cl)(Cl)Cl (stereo not drawn)	16	-26	2	4	-4	6	7	9	3	-21	-12
Cc1cc(C)n2nc(SCc3nc4ccccc4[nH]3)nc2n1	13	-9	13	-9	19	-2	-2	3	-12	-14	17

# These rows are one share of the data. The share of hits here may be higher or lower than overall.
